SNCA viab count: GF-AFC viability counterscreen for inhibitors of alpha-synuclein gene (SNCA) expression | AID 1671193, 2021 | HEK-293-SNCA-luc viability, GF-AFC fluorescence, 24 h | 150,000 tested, 0.12% active | Potency, µM (top dose mostly 57.1 µM), inactives show top-dose activity change, negative = cytotoxicity, most hits filed as cytotoxic;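 note: potency is the fitted concentration of half-maximal effect; 0% = DMSO-treated cells and -100% = medium-only wells without cells; nearly all actives have a fitted effect of over 30% in size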
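HEK-293-SNCA-luc cells (1500/well) plated 24 h, then exposed 24 h to a dilution series; GF-AFC added 30 min at 37C, fluorescence 405/540 nm; normalised to medium-only and DMSO wells, Hill fit.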
IP6K1 inhibitor: Primary qHTS assay for small molecule inhibitors of Inositol hexaphosphate kinase 1 (IP6K1). Inositol hexakisphosphate kinase 1 (Homo sapiens), Q92551. IP6K1 kinase, ADP-Glo luminescence, 2 h; hits give low values. activity change, % (series mostly up to about 58 µM). 140,000 tested, 0.81% active; in the data active = activity change below about -25%
Target sequence (Q92551 whole entry, looked up): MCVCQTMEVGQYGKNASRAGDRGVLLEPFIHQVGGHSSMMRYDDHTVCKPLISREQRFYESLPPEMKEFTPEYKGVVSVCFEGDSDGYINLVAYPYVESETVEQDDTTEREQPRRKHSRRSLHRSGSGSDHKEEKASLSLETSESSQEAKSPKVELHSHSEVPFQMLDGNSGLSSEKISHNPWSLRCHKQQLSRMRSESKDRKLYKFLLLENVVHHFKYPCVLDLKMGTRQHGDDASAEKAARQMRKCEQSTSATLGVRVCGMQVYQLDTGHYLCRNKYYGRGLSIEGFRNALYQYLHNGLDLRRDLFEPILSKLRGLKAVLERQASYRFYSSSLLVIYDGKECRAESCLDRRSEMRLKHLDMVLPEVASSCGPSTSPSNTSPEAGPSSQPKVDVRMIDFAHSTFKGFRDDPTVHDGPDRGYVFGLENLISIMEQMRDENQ
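ADP-Glo luminescence measures ADP made by human IP6K1 during a 2 h RT reaction with ATP/IP6 (mix at 1.3 mM/130 uM); top library doses 57.5 and 19.1 uM final.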
Luciferase inh: Firefly luciferase inhibition profiling of diverse chemical library using quantitative high-throughput screening; Luciferin 4-monooxygenase (Photinus pyralis), P08659; purified P. pyralis luciferase, luminescence, biochemical; Potency, µM (series often up to 115 µM), for inactives: at the top dose activity change, negative = inhibition, most hits filed as inhibitors; 76,000 tested, 2.5% active; AID 1347043, 2019; note: potency is the fitted concentration of half-maximal effect; nearly all actives have a fitted effect of over 65% in size
Target sequence (P08659 whole entry, looked up): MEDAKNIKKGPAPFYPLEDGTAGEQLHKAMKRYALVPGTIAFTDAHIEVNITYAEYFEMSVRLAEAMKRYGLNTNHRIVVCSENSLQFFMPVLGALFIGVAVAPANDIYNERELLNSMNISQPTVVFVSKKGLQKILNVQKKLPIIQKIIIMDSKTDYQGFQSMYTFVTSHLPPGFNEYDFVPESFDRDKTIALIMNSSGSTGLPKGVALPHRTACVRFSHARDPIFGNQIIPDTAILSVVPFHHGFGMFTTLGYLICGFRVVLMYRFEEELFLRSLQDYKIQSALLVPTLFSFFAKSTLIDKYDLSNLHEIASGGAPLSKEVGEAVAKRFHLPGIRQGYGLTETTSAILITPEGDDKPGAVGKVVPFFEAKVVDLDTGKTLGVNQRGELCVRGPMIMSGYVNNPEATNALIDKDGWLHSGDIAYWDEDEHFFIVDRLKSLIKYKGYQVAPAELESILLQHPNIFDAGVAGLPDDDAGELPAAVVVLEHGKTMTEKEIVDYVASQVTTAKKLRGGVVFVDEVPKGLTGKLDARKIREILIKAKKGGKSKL
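Biochemical qHTS: compound (6-point titration) added to 10uM D-luciferin plus 10uM ATP in Tris acetate pH 7.5 buffer with Mg, Tween-20 and BSA, then purified enzyme at 10nM; light output imaged.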
GPT2 inhibitor: Primary qHTS assay for inhibitors of Glutamate pyruvate transaminase 2 (GPT2); Recombinant GPT2, coupled pyruvate oxidase/HRP Amplex Red fluorescence; Potency, µM (series often up to 57.7 µM), for inactives: top-dose activity change, negative = inhibition, actives largely listed as inhibitors; 100,000 tested, 0.25% active; AID 1671188, 2021; note: potency is the fitted concentration of half-maximal effect; nearly all actives have a fitted effect of over 60% in size; many of its hits are not listed in these tables
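Recombinant GPT2 (10ng/uL) with 250uM a-KG and 2mM L-alanine, 30 min at room temperature, in HEPES pH 7.5 buffer. Pyruvate detected by pyruvate oxidase/HRP/Amplex Red fluorescence after 30 min in the dark; AOA (50uM) as positive control.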
SNCA expr inhib: Primary qHTS assay for inhibitors of alpha-synuclein gene (SNCA) expression; Potency, µM (top dose mostly 57.2 µM), inactives show top-dose activity change, negative = inhibition, usual class: inhibitors; HEK-293 SNCA-luciferase knock-in, luminescence, 24 h; AID 1671194, 2021; 140,000 tested, 0.17% active;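 note: potency is the fitted concentration of half-maximal effect; plate controls were DMSO cells for no effect and cell-free wells for full effect; nearly all actives have a fitted effect of over 45% in size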
3T3 cytotox: Cytotoxic Profiling in NIH 3T3 Cell Line of Diverse Libraries Using Quantitative High-Throughput Screening. AID 1345082, 2018. 94,000 tested, 4.3% active. Potency, µM (titrated, usually from 96.7 µM), inactives show top-dose activity change, negative = cytotoxicity, hits mostly inhibitors. NIH 3T3 viability, CellTiter-Glo ATP luminescence, 48-72 h; note: potency is the fitted concentration of half-maximal effect; nearly all actives have a fitted effect of over 55% in size
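Viability of NIH 3T3 cells after 48 or 72 hr compound treatment at 37 °C was assessed by CellTiter-Glo, with luminescence imaged following a 10 min room-temperature step.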
HEK cytotox: Cytotoxic Profiling in HEK 293 Cell Line of Diverse Libraries Using Quantitative High-Throughput Screening; 94,000 tested, 6.6% active; HEK 293 viability, ATP luminescence (CellTiter-Glo), 48-72 h; Potency, µM (top dose mostly 115 µM), for the others: at the top dose activity change, negative = cytotoxicity, actives largely listed as inhibitors; note: potency is the fitted concentration of half-maximal effect; nearly all actives have a fitted effect of over 60% in size
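Luminescence from cellular ATP, measured with CellTiter-Glo, indicates HEK 293 viability. Cells plated at 250 cells/well are treated with compound for 48 or 72 hr at 37 degree Celsius before reagent addition.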
Numbers without * were called inactive; i = inactive; ? = inconclusive; . = not tested or not shown; [ ] = remark or other dose. Unless noted, calls come from the whole dose curve; as a rule, active = well fitted curve in the direction sought with a large enough effect; inconclusive = small, poorly fitted or top-dose-only effect, or another doubt; inactive = no such curve, though single readings can be large; an effect the other way counts as inactive or inconclusive. Unless noted, % is set by controls: 0 for no effect and ±100 for the full control effect.

SMILES	SNCA viab count	IP6K1 inhibitor	Luciferase inh	GPT2 inhibitor	SNCA expr inhib	3T3 cytotox	HEK cytotox
O=C(/C=C/c1ccc(O)c(O)c1)O[C@H]1[C@H](OC2CCCCC2O)O[C@H](CO)[C@@H](O)[C@@H]1O (some centres not stated)	0%[23.9 µM]	-15	.	4.5µM*	.	.	.
COc1cccc(CNC(=O)C2CCN(S(=O)(=O)N3CCC(C)CC3)CC2)c1	-10%	-8	.	.	-1%	.	.
CCOc1ccc(C(=O)N2CCCCC2CCN2CCOCC2)cc1 (configuration not stated)	-11%	-19	.	.	5%	.	.
COc1cccc([S+](=O)([O-])N2CCCC3(CC(c4cccc(C(F)(F)F)c4)=NO3)C2)c1 (configuration not stated)	-2%	3	.	i	-5%	-27%	-20%
Cc1c(C(=O)Nc2ccc(-c3nc4cc(Cl)ccc4o3)cc2)oc2ccccc12	6%	32	.	.	2%	.	.
COc1ccc(CN2CCOC[C@H](Oc3cccc(C)n3)C2)cc1	3%[87.6 µM]	1	6%[172 µM]	0%[88.5 µM]	-26%[87.6 µM]	-21%[138 µM]	-19%[172 µM]
Cc1nc(CN(C)Cc2nc(-c3cccc(Cl)c3)oc2C)no1	14%	8	-11%	2%	39%	?	-30%
Cn1cc(S(=O)(=O)N2CCCCCC2)cc1C(=O)NCc1ccc(F)cc1	-10%	24	.	.	14%	.	.
O=C(c1ncoc1C1CC1)N1CCOC(c2ccc(Cl)cc2)C1 (configuration not stated)	8%	12	-8%	1%	0%	?	?
COc1ccc(NC(=O)Cn2cc(C(=O)c3ccccc3)c(=O)c3cc(OC)ccc32)c(OC)c1	-3%	-1	.	.	-23%	.	.
CCOc1ccc(S(=O)(=O)NCCc2sc3nc(-c4ccc(C)cc4)nn3c2C)cc1	-23%	11	.	.	20%	.	.
Cc1ccc2c(c1)N(C(=O)N1CCC(C(=O)NCc3ccco3)CC1)CC(C)O2 (configuration not stated)	-12%	13	.	.	?	.	.
COc1cccc(CNS(=O)(=O)c2c(C(=O)N3CCC(C)CC3)c(C)n(C)c2C)c1	?	-10	.	.	?	.	.
COc1cccc(NC(=O)Cn2nc3c(cc2=O)CN(C(C)=O)CC3)c1	-4%	2	-3%	i	24%	i	-3%
Cc1ccccc1OCc1nc(C2CN(C(=O)Cc3ccsc3)C2)no1	-8%	6	-22%	i	6%	?	?
COc1cccc(CNC(=O)CCc2c(C)c3ccc(O)c(C)c3oc2=O)c1	4%	5	.	.	41%[activator]	.	.
CC(C)CN1CCN(C(=O)C2CCc3ncc(-c4ccc(F)cc4)n3C2)CC1 (configuration not stated)	8%	4	5%	i	6%	-21%	?
Cc1cc(C)cc(C(=O)Nc2cc(C(F)(F)F)ccc2N2CCN(c3ccccc3)CC2)c1	-4%	23	.	.	-2%	.	.
Cc1cccc(N(CC(=O)Nc2ccc(Br)cc2)S(C)(=O)=O)c1C	5%	-4	.	.	?	.	.
CCCSC1=NC2(CCN(C(=O)NC3CCCCC3)CC2)N=C1c1ccccc1	-14%	-9	.	.	-16%	.	.
COc1ccc(C(=O)N2CCOC3(CCN(C(C)=O)CC3)C2)cc1	-1%	-9	.	i	-18%	-13%	-11%
O=C(Cc1ccc(OC(F)(F)F)cc1)N1CCC([C@@H]2CNC[C@H]2CO)CC1	1%[12.5 µM]	-3	-1%	4%	7%	-4%	?
O=C(NC1CCCCC1)C1Cn2cccc2C(=O)N1Cc1ccccc1 (configuration not stated)	-1%	-8	.	1%	-18%	-14%	-1%
Cc1cc(C)cc(NC(=O)CSc2nc3ncccc3[nH]2)c1	8%	27	.	.	-12%	.	.
Cc1cc(OCCN(C)C)c(C)c2c1CC[C@@H]([C@H](C)C(=O)NCc1cccs1)C2	?	8	6%[172 µM]	i	-18%[87.6 µM]	63µM*	56µM*

As a working copy, some entries already given:
SMILES	SNCA viab count	IP6K1 inhibitor	Luciferase inh	GPT2 inhibitor	SNCA expr inhib	3T3 cytotox	HEK cytotox
Cc1ccc2c(c1)N(C(=O)N1CCC(C(=O)NCc3ccco3)CC1)CC(C)O2 (configuration not stated)	-12%	13	.	.	?	.	.
COc1cccc(CNS(=O)(=O)c2c(C(=O)N3CCC(C)CC3)c(C)n(C)c2C)c1	?	-10	.	.	?	.	.

Molecules above containing a CF3 group:
SMILES	SNCA viab count	IP6K1 inhibitor	Luciferase inh	GPT2 inhibitor	SNCA expr inhib	3T3 cytotox	HEK cytotox
COc1cccc([S+](=O)([O-])N2CCCC3(CC(c4cccc(C(F)(F)F)c4)=NO3)C2)c1 (configuration not stated)	-2%	3	.	i	-5%	-27%	-20%
Cc1cc(C)cc(C(=O)Nc2cc(C(F)(F)F)ccc2N2CCN(c3ccccc3)CC2)c1	-4%	23	.	.	-2%	.	.
O=C(Cc1ccc(OC(F)(F)F)cc1)N1CCC([C@@H]2CNC[C@H]2CO)CC1	1%[12.5 µM]	-3	-1%	4%	7%	-4%	?

Carrying on.
SMILES	SNCA viab count	IP6K1 inhibitor	Luciferase inh	GPT2 inhibitor	SNCA expr inhib	3T3 cytotox	HEK cytotox
OCC1CN(Cc2cnc[nH]2)CCC12CCN(CCCn1cccn1)CC2 (configuration not stated)	7%	19	-4%	i[11.5 µM]	-5%	0%	-6%
Cc1cc(Cl)ccc1NC(=O)CCn1ccn2nc3c(c2c1=O)CCCC3	-3%	0	-9%	i	-24%	?	?
CN(Cc1cccnc1)c1ccc(-c2nc(COc3ccccc3)no2)cn1	-11%	15	7.9µM*	-7%	31%[activator]	?	25µM*
C=C[C@H]1[C@H](O[C@@H]2O[C@H](CO)[C@@H](O)[C@H](O)[C@H]2O)OC=C(C(=O)OC)[C@H]1CC=O	8%	-13	.	i	.	.	.
CCc1nnc(NC(=O)c2nc(SC)ncc2Cl)s1	18%	3	.	.	3%	.	.
COc1ccc(N2CCN(C(=O)CCc3c(C)nc4cc(-c5cccc(F)c5)nn4c3C)CC2)cc1	10%	5	.	.	-39%	.	.
O=C(Nc1ccc([C@@H](O)[C@H]2COCC(=O)N2Cc2ncc[nH]2)cc1)C1CC1	0%[87.6 µM]	3	-7%[172 µM]	i	0%[87.6 µM]	i	2%[172 µM]
Cc1cccc(NC(=O)N2CCC(Cc3nc(-c4ccccc4)n[nH]3)CC2)c1	1%	-2	-11%	i	6%	-13%	i
CN(C)CCN(C)C(=O)c1ccc2c(c1)NC(C)(COc1ccc3[nH]ccc3c1)CO2 (configuration not stated)	12%[87.6 µM]	-11	-3%[172 µM]	i	-24%[87.6 µM]	79µM*	112µM*
O=C(NCC(c1cccnc1)N1CCc2ccccc21)c1cccc(C(F)(F)F)c1 (configuration not stated)	-20%	1	.	.	-29%	.	.
COCCOC(=O)C1=C(C)N=C2SC=C(CC(=O)NC3CC3)N2C1c1ccc(C)cc1C (configuration not stated)	-11%	22	4%	i	-23%	-12%	-18%
CCC(=O)N1CC(c2nnc(-c3ccc(C)cc3)o2)C2(CCOCC2)C1 (configuration not stated)	-2%	8	-2%	i	24%	i	i
CCOc1ccccc1NC(=O)c1nn(C)c2c1CSc1ccccc1-2	-3%	0	.	.	24%	.	.
Cc1ccc(-c2noc(-c3nnn(-c4ccc(Br)cc4F)c3C)n2)cc1	-18%	-6	.	.	27%	.	.
COc1ccc(C(=O)N2CCN(C(=O)N3CC4CC(C3)[C@H]3CCCC(=O)N3C4)CC2)c(OC)n1 (some centres not stated)	3%	0	8%	-14%	-18%	2%	-2%
O=C1Cc2c(-c3cccc4ccccc34)n[nH]c2CN1Cc1ccccc1	-5%[87.6 µM]	14	3%[172 µM]	i	17%[87.6 µM]	?	?
CN(C)C(=O)c1ccc2oc(-c3ccnc(Cl)c3)nc2c1	-25%[12.5 µM]	-36*	.	i	14%	28µM*	?
O=C(Nc1ccc(Cl)c(Cl)c1)c1cc(S(=O)(=O)N2CCN(c3cccc(Cl)c3)CC2)ccc1F	-2%	-5	.	.	-12%	.	.
CCn1c(C2CCCN(C(=O)c3cc(CC(C)C)nn3C)C2)nn(C)c1=O (configuration not stated)	-3%	17	0%	-6%	-11%	-5%	-9%
O=C(Cn1cc2c(n1)CCCC2)Nc1cc(C(F)(F)F)ccc1Cl	7%	4	.	.	?	.	.
Cc1ccc(Nc2c(-c3cccnc3)nc3ccc(C)cn23)cc1	-6%	-4	.	.	42%[activator]	.	.
CCCCOc1ccc(Cn2c(=O)oc3ccc(C)cc32)cc1	11%	15	.	.	9%	.	.
COc1ccc([S+](=O)([O-])N2CCC(N3Cc4cccn4C3=O)CC2)cc1	-1%	2	4%	i	-12%	-17%	?
O=C(NC1CC1)[C@@H]1C[C@H](Oc2cccnc2)CN1C(=O)c1ccc2ccccc2n1	-21%	0	0%	4%	-6%	-10%	-6%
CC(=O)NC1CCN(C(=O)c2ccc(-c3ncccc3C#N)cc2)CC1	1%[12.5 µM]	0	.	5%	31%[activator]	-28%	-23%
(list continues)
SMILES	SNCA viab count	IP6K1 inhibitor	Luciferase inh	GPT2 inhibitor	SNCA expr inhib	3T3 cytotox	HEK cytotox
CNc1nccc(N2CCC(CC(=O)NCCCN3CCc4ccccc4C3)CC2)n1	-18%	18	8%	i	11%	?	?
Cc1ccc(CNC(=O)CSCc2nc(-c3ccc(Cl)cc3)oc2C)cc1	-3%	-3	.	.	16%	.	.
CCOc1cc(=O)n2c(c1C(=O)Nc1cccc(Cl)c1C)CCCC2	-5%	14	-4%	i	2%	i	4%
O=C(NC[C@H]1Cn2cc(-c3ccccc3)nc2CO1)c1ccccc1	0%[87.6 µM]	-4	?	0%[88.5 µM]	13%[87.6 µM]	-18%[138 µM]	-21%[172 µM]
CCOc1ccccc1NC(=O)c1cc2ccc3cccnc3c2[nH]1	10%	-15	.	.	53%[activator]	.	.
COCCN1C(=O)c2cccn2CC1CNC(=O)c1n[nH]c2ccccc12 (configuration not stated)	-8%	11	6%	i	8%	0%	-8%
CN1CCN(C(=O)[C@@H]2CCC[C@@H](NC(=O)c3ccc4c(c3)OCO4)CN(C)C(=O)C2)CC1	2%	2	-8%	4%	-11%	i	-8%
Cc1ccc(Nc2ncncc2-c2nc(-c3ccccc3)no2)c(Cl)c1	4%	-13	0%	-4%	1%	-13%	-15%
Cc1ccc(NC(=O)Cn2ccn3nc(-c4ccccc4)c(CO)c3c2=O)c(C)c1	4%	-2	-3%	-2%	-18%	?	45µM*
COc1ccc(NC(=O)Cn2c(=O)cc(C)c3c(C)nn(C)c32)cc1	-5%	7	.	.	5%	.	.
COc1ccc(C2Cn3nnc(C(=O)N4CCC(C(=O)NCc5ccccc5F)CC4)c3CO2)cc1 (configuration not stated)	14%	0	-19%	3%	19%	-1%	-2%

Source: PubChem (National Center for Advancing Translational Sciences (NCATS))
